Assay outcomes: PubChem, Southern Research Specialized Biocontainment Screening Center
H1N1 NS1A inhibition – H1N1 influenza NS1A inhibitors, functional cell based assay (AID 504329) | one-dose inhibition, % at 12.5 µM; IC50 in µM for titrated hits | hit rate 0.3% among 340,000 | NS1A functional cell-based assay, percent inhibition; higher % means a stronger effect; in the data active = a potency from the dose series; inconclusive = inhibition above about 27% without an active follow-up result; also: strong numbers were not always called active
Salmonella PhoP GFP – Inhibition of PhoP regulon, Salmonella typhi GFP reporter cells, confirmation, 4 h (AID 1850); inhibition, % at 50 µM; hits with a dose series show IC50 in µM; Salmonella Typhi PhoP-promoter GFP reporter, fluorescence, 4 h; higher % means a stronger effect; hit rate 0.33% among 310,000; in the data active = a potency from the dose series; inconclusive = inhibition mostly from about 25% at the one dose, without a potency; inactive = the rest, 99 in 100 with inhibition below about 19%;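 also: 0% = induced wells with vehicle and 100% = uninduced wells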
tuberculosis growth – growth inhibition of non-replicating M. tuberculosis (AID 488890) | Mycobacterium tuberculosis non-replicating, growth inhibition; higher % means a stronger effect | inhibition, % at 25 µM; hits with a dose series show IC50 in µM | hit rate 0.39% among 320,000; in the data active = a potency from the dose series; inconclusive = inhibition mostly from about 82% at the one dose, without a potency; inactive = the rest, 99 in 100 with inhibition below about 76%;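 also: plate controls were DMSO cells for no effect and high antibiotic wells for full effect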
M. tuberculosis HTS – M. tuberculosis growth inhibition, HTS (AID 449762); M. tuberculosis H37Rv growth inhibition, 7H9 media; higher % means a stronger effect; one-dose inhibition, % at 25 µM; IC50 in µM for titrated hits; hit rate 0.59% among 330,000; in the data active = a potency from the dose series; inconclusive = inhibition above about 70% without an active follow-up result;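 also: bacterial growth assessed after seven days of incubation; strong numbers were not always called active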
inhibitors of VEEV – inhibitors of VEEV TC-83 cytopathic effect, confirmation, Vero cells (AID 588727) | inhibition, % at 20 µM, or IC50 in µM where a hit was titrated | hit rate 0.13% among 350,000 | Vero cells, VEEV TC-83 cytopathic effect inhibition; higher % means a stronger effect; in the data active = a potency from the dose series; inconclusive = inhibition mostly from about 14% at the one dose, without a potency; inactive = the rest, 99 in 100 with inhibition below about 12%; also: strong numbers were not always called active
inhibitors of VEEV 10K pilot screen – second read-out of inhibitors of VEEV, no call of its own (marks repeat the call); inhibition, %; measured here: 10K pilot screen inhibition
An asterisk follows results filed as active; i = inactive; ? = inconclusive; . = not tested or not shown.

SMILES | H1N1 NS1A inhibition | Salmonella PhoP GFP | tuberculosis growth | M. tuberculosis HTS | inhibitors of VEEV | others
Cc1ccc(Nc2c(-c3ccc(N4CCOCC4)cc3)nc3ncccn23)cc1C | 4% | . | . | -2% | 9.9%
CC1CCc2sc(C(=O)N(C)CC(=O)Nc3cccc(F)c3)cc2C1 (centres undefined) | -4% | -3% | 22% | -2% | 1.3%
Cc1cc(C)nc(N2N=C(C(F)(F)F)CC2=O)n1 | -1% | 0% | -11% | -2% | 0.4%
O=C(Cc1ccccc1)Nc1ccc(N2CCN(Cc3ccccc3F)CC2)cc1 | 0% | -6% | 9% | 0% | i
COc1ccc(N2CCN(CCC(N)=O)CC2)cc1 | -4% | -2% | 1% | -5% | 0.5%
S=c1[nH]nc(CCc2ccccc2)n1-c1ccccc1 | 32% | -6% | -3% | 6% | 3.2%
CCOc1ccc(N(CC(=O)O)S(=O)(=O)c2ccc(OC)c(OC)c2)cc1 | 1% | 0% | 7% | 6% | 0.5%
CCN(CC)S(=O)(=O)c1ccc(N=Cc2c(C)c(C#N)c(=O)n(C)c2O)cc1 | 7% | -7% | 17% | 8% | 3.6%
O=C(C1CC(=O)N(C2CCCC2)C1)N1CCC2(CC1)OCCO2 (centres undefined) | 1% | -6% | 5% | -8% | i
Cc1cc(NC(=S)NC(=O)CC(C)C)ccc1Br | 4% | -3% | 1% | -2% | i
O=S(=O)(c1ccc(Cl)cc1)N1CCCN(c2nc3ccc(Cl)cc3s2)CC1 | -20% | -4% | -4% | -3% | i
CCCCCCCCC(=O)N/N=C(\C)c1ccc(O)cc1O | -4% | -7% | ? | -1% | 12%
O=C(Cc1ccccc1)NCC(=O)N1CCC2(CC1)NCCc1[nH]cnc12 | -7% | -3% | 7% | -4% | 0.4%
COCCCNC(=O)c1cc2cc3cc(OC)ccc3nc2o1 | -5% | 11% | -1% | 4% | 1.8%
C=CCn1c(Cc2ccc(OC(C)C)c(Cl)c2)nnc1SCC(N)=O | -8% | -14% | 28% | -5% | 1.2%
Cc1cc2c(C)nc(N/N=C/c3ccc([N+](=O)[O-])cc3)nc2o1 | 21% | -17% | -20% | 3% | 1.1%
O=C(CN1CCCCC1)Nc1ccc(N2CCCCCC2)cc1 | 12% | 8% | 18% | 4% | 1.9%
CCCN(CCC)CC(O)CN(c1ccccc1)S(=O)(=O)c1ccc(C)cc1 (centres undefined) | -9% | 4% | 26% | -10% | i
O=S(=O)(c1ccccc1)N1CCC(Oc2ccc(-n3cnnn3)cc2)CC1 | 32% | 2% | 11% | 4% | i
COc1ccc(C(=O)Nc2ccc(-c3n[nH]c(=S)o3)cc2)cc1 | 1% | 6% | 1% | 63% | 0.1%

The closing 3 compounds of the part before lead into the next.
SMILES | H1N1 NS1A inhibition | Salmonella PhoP GFP | tuberculosis growth | M. tuberculosis HTS | inhibitors of VEEV | others
CCCN(CCC)CC(O)CN(c1ccccc1)S(=O)(=O)c1ccc(C)cc1 (centres undefined) | -9% | 4% | 26% | -10% | i
O=S(=O)(c1ccccc1)N1CCC(Oc2ccc(-n3cnnn3)cc2)CC1 | 32% | 2% | 11% | 4% | i
COc1ccc(C(=O)Nc2ccc(-c3n[nH]c(=S)o3)cc2)cc1 | 1% | 6% | 1% | 63% | 0.1%
Cc1ccccc1OCCCC(=O)NCc1ccco1 | 4% | -10% | . | -7% | 1.8%
Cn1c(=O)c2c(nc(Cl)n2CC(=O)N2CCCCC2)n(C)c1=O | 0% | 1% | -1% | 3% | 1.3%
O=C(CCCN1C(=O)/C(=C\c2cccs2)SC1=S)NNC(=O)c1ccncc1 | -2% | 9% | 16% | ? | 2.4% | inhibitors of VEEV 10K pilot screen=1.8
O=C(CCc1ccccc1)NNC(=O)Nc1ccc(F)c(Cl)c1 | -10% | -3% | -17% | 11% | 2.8%
CCc1nc2sc3c(O)cc(=O)[nH]c3c2cc1C | 2% | -2% | -4% | -1% | i
O=C(O)CCN1C(=O)C2CCCCC2C1=O (centres undefined) | 5% | 7% | 1% | 1% | 1.8%
CCOc1ccc(S(=O)(=O)NC2CC2)cc1C(N)=O | -4% | 3% | -10% | -7% | i
CCN1C(=O)/C(=C\N(C)C)S/C1=N\S(=O)(=O)c1ccccc1 | -8% | -4% | 0% | 1% | 1.2%
O=C(NN1C(=O)C2C(C1=O)C1C=CC2C12CC2)c1ccncc1 (centres undefined) | 0% | -6% | 52% | 37% | i
CC(OC(=O)c1cc[n+]([O-])cc1)C(=O)NCc1ccccc1 (centres undefined) | -3% | 6% | -6% | 1% | 1.5%
COC(=O)CSc1nc2sc3c(c2c(=O)n1-c1ccc(OC)cc1)CCN(C)C3 | -8% | . | . | . | i
CC(C)c1ccc(/C=N/n2cnnc2)cc1 | -4% | 5% | 6% | 2% | i
Cc1cccc(CCNC(=O)c2cc(=O)[nH]c3ccc(Br)cc23)c1 | . | -4% | 7% | 2% | .
O=S(=O)(Nc1c(F)cccc1F)c1ccc2c(c1)OCCO2 | 5% | -1% | -4% | -3% | 0.7%
COC(=O)[C@H](Cc1ccccc1)NC(=O)Cn1ccc(NC(=O)OCc2ccccc2)nc1=O | -5% | . | -16% | -9% | 0.9%
O=C(Nc1ccc(N2CCOCC2)cc1N1CCOCC1)c1cccs1 | -6% | -14% | 10% | -12% | 1.0%
O=C(NCc1ccccc1C(F)(F)F)C1CC(c2cc(C(F)(F)F)cc(C(F)(F)F)c2)=NO1 (centres undefined) | -6% | -10% | 5% | 4% | 1.2%
CCCC1(CCC)NC(=O)N(CC(=O)N2CCN(C(=O)c3ccco3)CC2)C1=O | 2% | -3% | 1% | -6% | 1.9%
Cc1cccc(Nc2nc(N3CCOCC3)nc(N3CCOCC3)n2)c1 | 17% | -6% | 15% | 10% | 7.1%
O=C(O)c1cc(-c2c[nH]c3ccccc23)nc2ccc3ccccc3c12 | -16% | -1% | 11% | 8% | 1.6%
COC(C(=O)NNS(=O)(=O)c1ccccc1[N+](=O)[O-])c1ccccc1 (centres undefined) | 5% | . | . | . | 0.9%
O=C(CSc1nnc(NC(=O)c2ccco2)s1)Nc1ccccc1 | -7% | 18% | 32% | 1% | 1.5%
COCCSc1nnc(NC(=O)Cc2ccc(OC)cc2)s1 | -14% | 12% | -7% | 0% | 0.3%
c1ccc(N2CCN(C3CCSC3)CC2)cc1 (centres undefined) | 3% | -4% | -14% | 2% | 0.1%
CCCC(=O)N(CCN1CCOCC1)c1nc2ccc(OCC)cc2s1 | -5% | 9% | 2% | 2% | 0.9%
CCCN(CC(=O)Nc1ccccc1Br)CC(=O)Nc1ccc(F)c(F)c1F | -5% | -8% | 18% | 7% | 6.1%
CC(=O)N/C(=C\c1ccc(C)cc1)C(=O)O | -1% | 1% | 4% | -4% | 0.2%
CC(=O)c1cn(CC(=O)NCc2cccnc2)c2ccccc12 | -3% | 8% | -12% | -11% | 1.1%
COCCOC(=O)c1c(NC(=O)CNCc2ccco2)sc(C(N)=O)c1C | 3% | 1% | 9% | 2% | 1.4%
CC(=O)c1ccc(OCC(O)CN2CCOCC2)cc1 (centres undefined) | -1% | 0% | 22% | 3% | 1.6%
COC(=O)c1ccc(N2CCN(CCNC(=O)Nc3ccc(OC)cc3)CC2)cc1 | 8% | -6% | 6.1µM* | ? | i
CC(=O)NC1=NN(C(C)=O)C(C)(CC(=O)OC(C)(C)C)S1 (centres undefined) | -4% | 0% | -5% | 10% | i
O=C(CCC(=O)OCC(=O)c1ccc(Br)cc1)Nc1cccc2cccnc12 | -16% | -1% | 12% | -3% | i
Cc1ccc(C(=O)O/N=C(\N)c2ccccn2)cc1C | -4% | 7% | 13% | ? | 2.4%
COc1ccc(NC(=O)c2sc(NC(=O)COc3ccccc3)nc2C)cc1 | -8% | 1% | 9% | -1% | 1.9%
Cc1ccc(-n2nc3c(c2NC(=O)/C=C\c2ccc4c(c2)OCO4)CSC3)cc1 | -10% | -3% | . | -2% | 1.4%
COc1cc(-c2nc(-c3ccccn3)no2)cc(OC)c1OC | 6% | 0% | 8% | 2% | 0.5%
CCOC(=O)C1CCCN(C2CC(=O)N(c3ccc(C)cc3)C2=O)C1 (centres undefined) | 2% | -9% | 44% | -9% | 2.4%
CCn1ncc(C2=NOC(C(=O)Nc3cc(OC)c(Cl)cc3OC)C2)c1C (centres undefined) | -5% | 1% | -3% | 2% | 3.1%
O=C(Nc1ncccn1)c1ccc([N+](=O)[O-])o1 | 4% | 10% | 8.5µM* | 8% | 0.1%
Cc1cccc(NC(=S)NNC(=O)COc2ccc(Cl)cc2Cl)c1 | -6% | -6% | -46% | 5% | 8.0%
CCCOc1cccc(C2C(C(=O)c3ccc(C)o3)=C(O)C(=O)N2c2nc(C)c(C(C)=O)s2)c1 (centres undefined) | -4% | -5% | 72% | -12% | 9.0%
CCCC(CCC(=O)Nc1ccc(C(=O)OCC)cc1)C(=O)O (centres undefined) | -9% | 1% | -4% | 1% | 3.6%
CCn1c(CNC(=O)c2cccnc2)cc2ccccc21 | -8% | -8% | 9% | 1% | i
Cc1cc(C(F)F)n2nc(C(=O)Nc3ccc(S(=O)(=O)NC45CC6CC(CC(C6)C4)C5)cc3)nc2n1 | 7% | 2% | 47% | 47% | i
C=COc1ccc(N2C(=O)c3ccccc3OC2C)cc1 (centres undefined) | 19% | -1% | 54% | 0% | 0.4%
CC(OC(=O)c1ccc(Cl)nc1)C(=O)N1CCc2ccccc21 (centres undefined) | 1% | -4% | 4% | 6% | 8.1%
O=C(Cn1c(O)c(/C=C2\C=Nc3ccc(Br)cc32)sc1=O)N1CCCC1 | 3% | -7% | -1% | -3% | 1.6%
CCOc1ccccc1NC(=O)C(c1ccccc1)N1CCN(CC(=O)N2CCCC2)CC1 (centres undefined) | -18% | . | 11% | -8% | 1.9%
O=C(CCCOc1ccc(Cl)cc1Cl)NCc1ccccn1 | 3% | -3% | 52% | 2% | i | inhibitors of VEEV 10K pilot screen=0.1
CCC(C)(C)n1nnnc1C(c1cc2cccc(C)c2[nH]c1=O)N1CCCC1 (centres undefined) | 5% | 7% | 40% | 6% | i
CN1CC2=CC(O)CC3Oc4c(O)ccc(c4[C@]23C)C1 (some centres undefined) | 4% | 4% | 21% | 1% | 0.5%
CCCCCSc1nc2c(c(=O)[nH]c(=O)n2C)n1CCc1ccccc1 | 35% | 0% | -7% | -6% | 3.9%
COc1ccc(C(=O)NC(C)c2cnn(-c3ccccn3)c2C)o1 (centres undefined) | 0% | -9% | 18% | -2% | 8.5%
COc1ccc(C2=NN(C(=O)CSc3nccn3C)C(c3ccco3)C2)cc1 (centres undefined) | 0% | . | 29% | -2% | 7.1%
COC(=O)COc1nc(C)c2c(c1C#N)CC(C)(C)OC2 | 4% | 3% | 41% | ? | i
COc1ccc(S(=O)(=O)Oc2ccc3ccccc3c2)cc1 | 1% | -1% | 17% | 11% | 9.3%
Cc1occc1-c1nnc(SCC(=O)NC2(C#N)CCCC2)n1C | 0% | . | . | . | 1.8%
COc1ccc(S(=O)(=O)NCCc2c[nH]c3ccc(Cl)cc23)cc1 | -4% | -5% | 37% | ? | 1.1%
CC(=O)N1CCN(CC(=O)Nc2cccc(S(=O)(=O)N3CCCCC3)c2)CC1 | -7% | . | 7% | -1% | i

At a glance, four of the compounds above:
SMILES | H1N1 NS1A inhibition | Salmonella PhoP GFP | tuberculosis growth | M. tuberculosis HTS | inhibitors of VEEV | others
COc1ccc(S(=O)(=O)Oc2ccc3ccccc3c2)cc1 | 1% | -1% | 17% | 11% | 9.3%
Cc1occc1-c1nnc(SCC(=O)NC2(C#N)CCCC2)n1C | 0% | . | . | . | 1.8%
COc1ccc(S(=O)(=O)NCCc2c[nH]c3ccc(Cl)cc23)cc1 | -4% | -5% | 37% | ? | 1.1%
CC(=O)N1CCN(CC(=O)Nc2cccc(S(=O)(=O)N3CCCCC3)c2)CC1 | -7% | . | 7% | -1% | i

The results go on.
SMILES | H1N1 NS1A inhibition | Salmonella PhoP GFP | tuberculosis growth | M. tuberculosis HTS | inhibitors of VEEV | others
COC(=O)c1ccc(N2CCN(C)CC2)c(NC(=O)c2cc3ccccc3o2)c1 | 13% | 0% | 57% | 0% | 7.5%
COc1cc(/C=C/[N+](=O)[O-])ccc1O | 3% | 102µM* | 36% | 1% | ?
CCNC(=O)c1c(NC(=O)c2cc(-c3cc(C)cc(C)c3O)n[nH]2)sc2c1CCCC2 | 16% | . | . | . | i
O=C(NCc1ccccc1)C1CCCN(C(=O)Nc2ccccc2)C1 (centres undefined) | -16% | -5% | -11% | 2% | i
